Source: PubChem BioAssay (National Center for Advancing Translational Sciences (NCATS))
GCN5L2 inh – GCN5L2 (KAT2A) acetyltransferase inhibition; Q92830; GCN5L2 HAT assay, ThioGlo1 CoA-SH fluorescence; Potency, µM (doses to about 58.9 µM), for inactives: at the top dose activity change, negative = inhibition, hits mostly inhibitors; hit rate 0.21% among 390,000; AID 504327
Target sequence (Q92830 whole entry, looked up): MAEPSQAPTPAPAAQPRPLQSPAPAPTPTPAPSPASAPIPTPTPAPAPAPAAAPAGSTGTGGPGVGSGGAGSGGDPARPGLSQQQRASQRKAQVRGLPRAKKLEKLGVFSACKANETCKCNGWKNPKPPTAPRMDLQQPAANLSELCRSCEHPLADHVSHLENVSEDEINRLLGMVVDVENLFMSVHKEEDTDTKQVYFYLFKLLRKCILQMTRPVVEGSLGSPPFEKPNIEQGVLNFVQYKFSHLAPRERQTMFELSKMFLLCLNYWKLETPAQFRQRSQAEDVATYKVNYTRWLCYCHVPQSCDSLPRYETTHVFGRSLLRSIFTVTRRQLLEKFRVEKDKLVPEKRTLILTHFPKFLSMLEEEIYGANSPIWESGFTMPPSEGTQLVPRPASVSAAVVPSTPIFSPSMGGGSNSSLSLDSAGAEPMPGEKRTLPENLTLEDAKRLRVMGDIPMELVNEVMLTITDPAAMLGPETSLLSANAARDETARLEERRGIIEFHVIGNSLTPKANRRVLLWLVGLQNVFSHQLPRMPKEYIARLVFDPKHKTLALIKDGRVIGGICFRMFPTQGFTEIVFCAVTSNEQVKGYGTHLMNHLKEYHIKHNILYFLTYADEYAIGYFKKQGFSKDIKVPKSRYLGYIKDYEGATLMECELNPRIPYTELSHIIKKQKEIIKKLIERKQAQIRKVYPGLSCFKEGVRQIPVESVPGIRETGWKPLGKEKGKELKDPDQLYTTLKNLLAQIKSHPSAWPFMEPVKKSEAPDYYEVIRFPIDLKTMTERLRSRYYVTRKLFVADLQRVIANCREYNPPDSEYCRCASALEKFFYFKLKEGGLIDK
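Enzyme at 20nM final was mixed with library compounds for 15 min at room temperature. Peptide H3(1-25) at 75uM, acetyl-CoA at 70uM and ThioGlo1 at 50uM were then added. Plates were read immediately and after 20 min (Ex340nm/Em540nm).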
TDP1 cell noCPT – qHTS for Inhibitors of human tyrosyl-DNA phosphodiesterase 1 (TDP1): qHTS in cells in absence of CPT; DT40 Tdp1-/- hTDP1 cells, no CPT, ATP luminescence, 48 h; Potency, µM (top dose mostly 46.2 µM), without a hit: at the top dose activity change, negative = growth inhibition, hits mostly inhibitors; hit rate 15% among 420,000; AID 686978, 2013; note: nearly all actives have a fitted effect of over 55% in size
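A cellular qHTS used chicken DT40 cells lacking endogenous Tdp1 but carrying stably transfected human TDP1. Compounds were applied without camptothecin, and cell growth kinetics were judged by ATP-dependent luminescence after ≥48 hr.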
TDP1 inh – inhibitors of human tyrosyl-DNA phosphodiesterase TDP1. recombinant TDP1, AlphaScreen DNA substrate cleavage. Potency, µM (highest dose often 130 µM), inactives show at the highest dose activity change, negative = inhibition, hits mostly inhibitors. hit rate 0.28% among 350,000; note: nearly all actives have a fitted effect of over 40% in size
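Recombinant E. coli-expressed Tdp1 (1 nM) preincubated with compound 15 min at RT, then 5'-biotin/3'-phosphotyrosine-FITC DNA substrate (15 nM) added for 5 min. AlphaScreen beads (10 ug/ml) added, 10 min RT; tyrosine-FITC cleavage read as signal loss.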
Starred values were filed as active, the others as inactive; & = joins results of further samples; [ ] = remark or other dose. Calls come from the whole dose curve; as a rule, active = well fitted curve in the direction sought with a large enough effect; inconclusive = small, poorly fitted or top-dose-only effect, or another doubt; inactive = no such curve, though single readings can be large; an effect the other way counts as inactive or inconclusive. % is set by controls: 0 for no effect and ±100 for the full control effect; potency is the fitted concentration of half-maximal effect.

What do the screens show for `COc1ccc(NC(=O)C2CCN(C(=O)c3cccs3)CC2)cc1OC`?
GCN5L2 inh: -10%; TDP1 cell noCPT: 1%; TDP1 inh: 0%

How did CCOc1cc(C(=O)N2CCN(c3ccc(C(C)=O)cc3)CC2)cc(OCC)c1OCC do in these assays?
GCN5L2 inh: -11%; TDP1 cell noCPT: inconclusive; TDP1 inh: 0%

How did CN(C)CC(C)(C)CNC(=O)CC1C(=O)NCCN1Cc1ccc(-c2ccccc2)cc1 (stereo unspecified) do in these assays?
GCN5L2 inh: -22%; TDP1 cell noCPT: -2%; TDP1 inh: -4%

How did C/C(=N\NC(=O)C(O)c1ccccc1)c1ccc(Br)s1 (stereo unspecified) do in these assays?
GCN5L2 inh: -4%; TDP1 cell noCPT: inconclusive

What do the screens show for `COc1ccc(N2CCN(C(=O)CCNC(=O)Cn3ccc4ccccc4c3=O)CC2)cc1`?
GCN5L2 inh: -3%; TDP1 cell noCPT: -9%; TDP1 inh: 7%

What do the screens show for `CCOc1ccccc1NC(=S)N(Cc1cc2ccc(C)cc2[nH]c1=O)CC1CCCN1CC` (stereo unspecified)?
GCN5L2 inh: 3%; TDP1 cell noCPT: 26µM*; TDP1 inh: -3%

How did O=C(/C=C(\O)c1ccccc1)c1ccccc1O do in these assays?
GCN5L2 inh: -11%; TDP1 cell noCPT: 8.2µM*; TDP1 inh: 10%[56.1 µM]

Results for Cc1nc2ccccc2n1CC(=O)N/N=C/c1cccnc1 ?
GCN5L2 inh: -1%; TDP1 cell noCPT: 22%; TDP1 inh: 3%

Results for Cc1ccc(S(=O)(=O)CCC(=O)Nc2nc(-c3cccnc3)cs2)cc1 ?
GCN5L2 inh: -9%; TDP1 cell noCPT: inconclusive; TDP1 inh: -3%

How did O=C(CSc1oc(-c2ccco2)nc1S(=O)(=O)c1ccc(Cl)cc1)NCC1CCCO1 (stereo unspecified) do in these assays?
GCN5L2 inh: -4%[0.501 µM]; TDP1 cell noCPT: -22%; TDP1 inh: 1%

What do the screens show for `COc1cc(CNC(=O)c2cccc(COc3ccc(Cl)cc3)c2)cc(OC)c1`?
GCN5L2 inh: -7%; TDP1 cell noCPT: 16µM*; TDP1 inh: -2%

Results for CCCCCCCNC(=O)C1(CC2CC(c3cccc(Br)c3)=NO2)CCN(C(=O)C2CCCC2)CC1 (stereo unspecified) ?
GCN5L2 inh: -17%; TDP1 cell noCPT: inconclusive; TDP1 inh: 2%

Results for CC(=O)Nc1ccc(S(=O)(=O)NCCC(=O)OCc2ccc([N+](=O)[O-])cc2)cc1 ?
GCN5L2 inh: 1%; TDP1 cell noCPT: 16µM*; TDP1 inh: 4%

Results for COC(=O)c1ccc(/C=C/c2c(-c3ccc(OC)cc3)sc3ccccc23)cc1 ?
GCN5L2 inh: -4%; TDP1 cell noCPT: inconclusive; TDP1 inh: -5%

Results for CCOC(=O)C1=C(Nc2ccccc2)CC(C)(O)C(C(=O)OCC)C1c1ccc(Cl)cc1 (stereo unspecified) ?
GCN5L2 inh: -9%; TDP1 cell noCPT: inconclusive; TDP1 inh: 0%

How did CCOC(=O)C1=C(c2cccc(Oc3ccccc3)c2)NC(=S)NC1C (stereo unspecified) do in these assays?
GCN5L2 inh: -12%; TDP1 cell noCPT: 23µM*; TDP1 inh: 7%

How did CCC(C)NC(=O)C1CCN(S(=O)(=O)c2cc([N+](=O)[O-])ccc2Cl)CC1 (stereo unspecified) do in these assays?
GCN5L2 inh: -5%; TDP1 cell noCPT: -2%; TDP1 inh: 7%

What do the screens show for `Cc1ccc(-c2noc(CSc3nnc(-c4ccc(Cl)cc4)n3C)n2)cc1`?
GCN5L2 inh: 4%; TDP1 cell noCPT: inconclusive; TDP1 inh: 9%

How did O=C(NC1CCCCC1)c1ccc2c(c1)N(Cc1ccccc1)C(=O)c1ccccc1S2 do in these assays?
GCN5L2 inh: -4%; TDP1 cell noCPT: -32%; TDP1 inh: 8%

How did Cc1cc(C)c(C)c(S(=O)(=O)N2CCN(C(=O)c3ccccn3)CC2)c1C do in these assays?
GCN5L2 inh: -3%; TDP1 cell noCPT: -11%; TDP1 inh: 0%[56.1 µM]

Sorted by number of heavy atoms (largest number first): some entries from above.
Results for CCCCCCCNC(=O)C1(CC2CC(c3cccc(Br)c3)=NO2)CCN(C(=O)C2CCCC2)CC1 (stereo unspecified) ?
GCN5L2 inh: -17%; TDP1 cell noCPT: inconclusive; TDP1 inh: 2%

What do the screens show for `COc1ccc(N2CCN(C(=O)CCNC(=O)Cn3ccc4ccccc4c3=O)CC2)cc1`?
GCN5L2 inh: -3%; TDP1 cell noCPT: -9%; TDP1 inh: 7%

How did CN(C)CC(C)(C)CNC(=O)CC1C(=O)NCCN1Cc1ccc(-c2ccccc2)cc1 (stereo unspecified) do in these assays?
GCN5L2 inh: -22%; TDP1 cell noCPT: -2%; TDP1 inh: -4%

What do the screens show for `COc1cc(CNC(=O)c2cccc(COc3ccc(Cl)cc3)c2)cc(OC)c1`?
GCN5L2 inh: -7%; TDP1 cell noCPT: 16µM*; TDP1 inh: -2%

Results for Cc1ccc(S(=O)(=O)CCC(=O)Nc2nc(-c3cccnc3)cs2)cc1 ?
GCN5L2 inh: -9%; TDP1 cell noCPT: inconclusive; TDP1 inh: -3%

(more compounds)
How did COCc1nc(-c2cc(Br)ccc2OC)no1 do in these assays?
TDP1 cell noCPT: -30%; TDP1 inh: -2%

How did O=C(/C=C/c1cn(-c2ccccc2)nc1-c1cccc(Cl)c1)N1CCN(c2ccccn2)CC1 do in these assays?
GCN5L2 inh: -1%; TDP1 cell noCPT: inconclusive; TDP1 inh: 5%

How did O=[N+]([O-])c1ccc(C2CN=C(Nc3ccccc3)S2)cc1 (stereo unspecified) do in these assays?
GCN5L2 inh: -6%; TDP1 cell noCPT: 0%; TDP1 inh: 3%

How did CC1(C)CC(NC(=O)C2CCC(=O)N(Cc3ccccc3F)C2)CC(C)(C)C1 (stereo unspecified) do in these assays?
GCN5L2 inh: -26%; TDP1 cell noCPT: inconclusive; TDP1 inh: 1%

How did COc1ccc([C@H]2[C@H](C(=O)OC(C)(C)C)N3N=Cc4ccccc4C3C23C(=O)c2ccccc2C3=O)cc1OC (stereo partly specified) do in these assays?
GCN5L2 inh: -2%; TDP1 cell noCPT: inconclusive; TDP1 inh: -6%

What do the screens show for `Cc1cc(Nc2ccc(O)cc2)ccc1N`?
GCN5L2 inh: 1%; TDP1 cell noCPT: 3.2µM*; TDP1 inh: 7%&19%

Results for O=S(=O)(c1ccc(Br)cc1)c1nc(-c2ccccc2)oc1N1CCOCC1 ?
GCN5L2 inh: -5%; TDP1 cell noCPT: inconclusive; TDP1 inh: 7%

What do the screens show for `O=C(Nc1cccnc1)c1ccc(Cl)c(S(=O)(=O)N2CCOCC2)c1`?
GCN5L2 inh: 0%; TDP1 cell noCPT: 1%; TDP1 inh: 14%

Results for O=C(Cn1cnc2onc(-c3ccc(Cl)cc3)c2c1=O)Nc1ccc(F)cc1 ?
GCN5L2 inh: -5%; TDP1 cell noCPT: inconclusive; TDP1 inh: 0%

Results for COc1cc(C(=O)Nc2cc(C)nn2-c2ccccc2)cc(OC)c1OC ?
GCN5L2 inh: -2%; TDP1 cell noCPT: inconclusive; TDP1 inh: 4%[0.0935 µM]

What do the screens show for `COc1cc(-c2nnc(SCC3(c4ccc(Br)cc4)OCCO3)o2)cc(OC)c1OC`?
GCN5L2 inh: 22%; TDP1 cell noCPT: inconclusive; TDP1 inh: -1%

Results for Nc1nc(SCC(=O)c2c(N)n(C3CC3)c(=O)[nH]c2=O)n[nH]1 ?
GCN5L2 inh: -3%; TDP1 cell noCPT: 1%; TDP1 inh: -4%

How did Cc1nnc(C)c2c(C)n(Cc3ccc4c(c3)OCO4)c(C)c12 do in these assays?
GCN5L2 inh: 2%; TDP1 cell noCPT: 16µM*; TDP1 inh: 5%

What do the screens show for `CCc1ccc(-c2nc3cc(NC(=O)c4ccc(C)c(C)c4)ccc3o2)cc1`?
GCN5L2 inh: -12%; TDP1 cell noCPT: inconclusive; TDP1 inh: 5%

What do the screens show for `COc1ccc2[nH]cc(CCNc3ncnc4ccc(-c5cccnc5)cc34)c2c1`?
GCN5L2 inh: -15%; TDP1 cell noCPT: 23µM*

Results for CCOC(=O)C1=C(C)C(c2ccc(OC)cc2)NC(=S)N1 (stereo unspecified) ?
GCN5L2 inh: 4%; TDP1 cell noCPT: 29µM*; TDP1 inh: 4%

How did O=C(NC(=S)Nc1ccc(CN2CCOCC2)cc1)c1ccc2c(c1)OCCO2 do in these assays?
GCN5L2 inh: -1%; TDP1 cell noCPT: 15µM*; TDP1 inh: 5%

What do the screens show for `CC(=O)C1=C(O)C(=O)N(c2ccc(Br)cc2)C1c1ccccc1[N+](=O)[O-]` (stereo unspecified)?
GCN5L2 inh: -2%; TDP1 cell noCPT: -4%

What do the screens show for `COc1ccc(S(=O)(=O)Nc2ccc3c(c2)C(=O)N([C@H](C)CO)C[C@H](C)[C@@H](CN(C)S(C)(=O)=O)O3)cc1`?
GCN5L2 inh: 0%; TDP1 cell noCPT: -3%; TDP1 inh: -4%

Results for O=C(NCCCCc1ccccc1)c1cccc(Br)c1 ?
GCN5L2 inh: -1%; TDP1 cell noCPT: -7%; TDP1 inh: 0%

What do the screens show for `CCOC(=O)N1CCN(C(=O)CN(c2cc(C(F)(F)F)ccc2Cl)S(C)(=O)=O)CC1`?
GCN5L2 inh: -7%; TDP1 cell noCPT: -26%; TDP1 inh: 3%

Results for CCCn1nc(C(=O)N2CCN(S(=O)(=O)c3ccc(C)c(C)c3)CC2)c2ccccc2c1=O ?
GCN5L2 inh: 0%; TDP1 cell noCPT: inconclusive; TDP1 inh: 1%

What do the screens show for `O=C(OCc1ccc([N+](=O)[O-])cc1)c1cc(S(=O)(=O)N2CCCCC2)ccc1N1CCOCC1`?
GCN5L2 inh: inconclusive; TDP1 cell noCPT: 7.3µM*

How did O=C(COc1ccc(Cl)cc1)NCCc1ccccn1 do in these assays?
GCN5L2 inh: 1%; TDP1 cell noCPT: -25%; TDP1 inh: 4%

What do the screens show for `CCOC(=O)c1ccc(S(=O)(=O)NCC(C)(C)N2CCOCC2)cc1`?
GCN5L2 inh: -2%; TDP1 cell noCPT: -19%; TDP1 inh: 1%

How did CC(=O)NNC(=S)NC(=O)c1ccccc1 do in these assays?
GCN5L2 inh: -13%; TDP1 cell noCPT: inconclusive; TDP1 inh: 4%

What do the screens show for `Cc1ccc(OC(=O)c2cc(-c3ccc4c(c3)OCCO4)on2)c(C)c1`?
GCN5L2 inh: -23%; TDP1 cell noCPT: -4%; TDP1 inh: -12%

Results for CC(C)N1C(=O)CCC1C(=O)N1CCN(c2ccc(F)cc2)CC1 (stereo unspecified) ?
GCN5L2 inh: -3%; TDP1 cell noCPT: 3%

Results for COc1ccc(N=Nc2c(N)n[nH]c2N)cc1 ?
GCN5L2 inh: -7%; TDP1 cell noCPT: -3%; TDP1 inh: 11%

How did COc1cc(Cl)c(C)cc1NC(=O)c1ccc2c(c1)OCO2 do in these assays?
GCN5L2 inh: -9%; TDP1 cell noCPT: 8%; TDP1 inh: 3%

How did O=C(NC1=NCCS1)c1ccc(N2CCCC2=O)cc1 do in these assays?
GCN5L2 inh: -2%; TDP1 cell noCPT: 11%; TDP1 inh: -2%

What do the screens show for `CCOc1ccc(NC(=O)CN(C)C(=O)C2CC2C)cc1OCC` (stereo unspecified)?
GCN5L2 inh: -6%; TDP1 cell noCPT: 10%; TDP1 inh: -7%

How did COc1ccccc1NC(=O)COC(=O)COc1cccc2c1OC(C)(C)C2 do in these assays?
GCN5L2 inh: -6%; TDP1 cell noCPT: -14%

Results for CCOCCCNC(=O)Cn1ncc2c([nH]c3ccc(C)cc32)c1=O ?
GCN5L2 inh: -6%; TDP1 cell noCPT: -27%; TDP1 inh: 1%

What do the screens show for `Cc1ccc2c(c1)N(CC(=O)NCc1ccccc1Br)C(=O)c1cccnc1O2`?
GCN5L2 inh: -5%; TDP1 cell noCPT: -26%; TDP1 inh: 4%

How did N#CCCN(Cc1cccnc1)C(=O)c1ccc(S(=O)(=O)N2CCOCC2)cc1 do in these assays?
GCN5L2 inh: 2%; TDP1 cell noCPT: -17%; TDP1 inh: 4%

What do the screens show for `CCOC(=O)c1c[nH]c2cc(OCC(C)C)c(OCC(C)C)cc2c1=O`?
GCN5L2 inh: -8%; TDP1 cell noCPT: -11%

What do the screens show for `CCCOC(=O)Nc1ccc(N2CCCCC2)cc1`?
TDP1 cell noCPT: -14%; TDP1 inh: 9%

What do the screens show for `CC(C)C(C)(C#N)NC(=O)CSc1nc2scc(-c3ccco3)c2c(=O)n1-c1ccccc1` (stereo unspecified)?
GCN5L2 inh: -4%; TDP1 cell noCPT: inconclusive

Only part of the results is shown. The share of hits here may be higher or lower than overall.
